Screening data (PubChem BioAssay)
CHX counter = Cycloheximide Counterscreen for Small Molecule Inhibitors of Shiga Toxin; cell reporter, cycloheximide protein synthesis inhibition counterscreen; max response, %; 12% of 300,000 active; in the data active means max response mostly above about 13%, no sharp cut-off; inactive means mostly below about 14%; further: read at 38.3 µM for the half of the compounds with a filed dose; 0% is about no effect
AmpC inh detg = qHTS Inhibitors of AmpC Beta-Lactamase (assay with detergent) | P00811 | AmpC hydrolysis of nitrocefin, absorbance 480 nm, 0.01% Triton | Potency, µM (titrated, usually from 114 µM), without a hit: at the top dose activity change, negative = inhibition, most hits filed as inhibitors | 0.041% of 370,000 active | AID 485294, 2010;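 further: potency means the concentration at half of the fitted maximal effect; 0% = no-compound wells and -100% = no-enzyme wells; nearly all actives have a fitted effect of over 25% in size; some results filed as inactive show a strong effect at the top dose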
Target sequence (P00811 whole entry, looked up): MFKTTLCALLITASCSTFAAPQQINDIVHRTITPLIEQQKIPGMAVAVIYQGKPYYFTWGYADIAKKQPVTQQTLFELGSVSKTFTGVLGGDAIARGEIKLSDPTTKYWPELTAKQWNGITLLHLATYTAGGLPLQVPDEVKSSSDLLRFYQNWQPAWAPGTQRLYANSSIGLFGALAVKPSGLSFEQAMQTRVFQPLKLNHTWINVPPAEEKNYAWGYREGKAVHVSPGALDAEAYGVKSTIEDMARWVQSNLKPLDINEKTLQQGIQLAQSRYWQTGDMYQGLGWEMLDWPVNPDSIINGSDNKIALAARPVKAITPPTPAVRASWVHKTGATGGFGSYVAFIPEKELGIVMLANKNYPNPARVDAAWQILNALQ
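20 mM phosphate pH 7.0 + 0.01% (detergent screen) or 0.0001% Triton X-100; 5.3 nM AmpC reagent; cpd preinc 15 min RT; nitrocefin (800 uM stock) to start; A480 q20 s × 4 min; Activity was normalised to no-enzyme and no-compound control wells.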
HCMV antiviral = qHTS Assay for inhibitors of the human cytomegalovirus (HCMV). AID 1259415, 2018. activity change, negative = inhibition, % at 57.5 µM. 4.5% of 410,000 active. HFF cells, HCMV-luciferase reporter, 72 h; stronger effect = lower value; in the data active means activity change below about -60%; inconclusive means no clear call, values can overlap the other calls; inactive means above about -39%; further: on the % scale 0 is the no-effect control and ±100 the full control effect
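Two-dose cell screen: HFF monolayers treated with compounds and infected with luciferase-expressing HCMV at 1 PFU/cell, 72 h at 37C, then lysed for luciferase measurement.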
Shiga toxin inh = A qHTS for Small Molecule Inhibitors of Shiga Toxin. Vero cells, Shiga toxin protein synthesis inhibition reporter. inhibition, % at 38.7 µM. 9.2% of 290,000 active. AID 2315, 2010; in the data active means inhibition mostly above about 28%, no sharp cut-off; inactive means mostly below about 43%; further: 0% is about no effect
FBPA Giardia inh = qHTS Assay for Inhibitors of Fructose-1,6-bisphosphate Aldolase from Giardia Lamblia; Potency, µM (doses to about 59.6 µM), without a hit: at the top dose activity, negative = inhibition, most hits filed as inhibitors; AID 2451, 2010; A8B2U2; 0.71% of 290,000 active; purified Giardia FBPA; further: potency means the concentration at half of the fitted maximal effect; on the % scale 0 is the no-effect control and ±100 the full control effect; nearly all actives have a fitted effect of over 55% in size
Target sequence (A8B2U2 whole entry, looked up): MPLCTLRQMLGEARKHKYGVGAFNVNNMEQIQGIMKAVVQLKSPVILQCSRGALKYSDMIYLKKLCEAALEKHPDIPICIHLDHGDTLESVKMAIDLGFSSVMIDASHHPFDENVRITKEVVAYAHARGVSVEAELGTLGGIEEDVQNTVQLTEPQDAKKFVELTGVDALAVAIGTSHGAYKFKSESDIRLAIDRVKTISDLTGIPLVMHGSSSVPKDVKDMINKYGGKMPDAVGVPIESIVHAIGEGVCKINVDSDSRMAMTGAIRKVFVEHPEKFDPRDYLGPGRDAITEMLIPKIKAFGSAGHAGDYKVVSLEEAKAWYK
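40 nM FBPA preincubated 10 min at RT with compound (up to 57.5 uM final), then substrate plus GAPDH/TPI/NAD/arsenate coupling and diaphorase/resazurin added. Fluorescence read after 20 min at RT, 525/598 nm.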
AMA1 RON2 block = qHTS for Inhibitors of AMA1-RON; Towards Development of Antimalarial Drug Lead: Primary Screen. 0.2% of 360,000 active. Potency, µM (series often up to 58.2 µM), for inactives: top-dose activity change, negative = inhibition, actives largely listed as inhibitors. AID 720542, 2013. AlphaScreen AMA1-biotinylated RON2 peptide binding. Plasmodium falciparum AMA1 (3D7) - RON2 peptide interaction;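 further: potency means the concentration at half of the fitted maximal effect; 0% = vehicle wells and -100% = peptide control; nearly all actives have a fitted effect of over 45% in size; some results filed as inactive show a strong effect at the top dose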
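AMA1 (3D7) with his tag at 25 nM final met compounds first, then biotinylated RON2 peptide at 25 nM; detection used donor plus acceptor beads, 10 µg/mL apiece, read by AlphaScreen after 30 min at room temperature.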
AmpC no deterg = qHTS Inhibitors of AmpC Beta-Lactamase (assay without detergent); AmpC nitrocefin hydrolysis, absorbance 480 nm, 0.0001% Triton; Potency, µM (highest dose often 57.1 µM), without a hit: at the top dose activity change, negative = inhibition, actives largely listed as inhibitors; 0.52% of 330,000 active;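 further: potency means the concentration at half of the fitted maximal effect; plate controls were no compound for no effect and no enzyme for full effect; nearly all actives have a fitted effect of over 20% in size; some results filed as inactive show a strong effect at the top dose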
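20 mM phosphate pH 7.0 + 0.01% (detergent screen) or 0.0001% Triton X-100; 5.3 nM AmpC reagent; cpd preinc 15 min RT; nitrocefin (800 uM stock) to start; A480 q20 s × 4 min; Activity was normalised to no-enzyme and no-compound control wells.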
The depositor's hits bear a star; & = joins results of further samples; ! = repeats disagree; [ ] = remark or other dose. Unless noted, the call rests on the fitted dose curve; in most records, active means well fitted curve in the direction sought with a large enough effect; inconclusive means small, poorly fitted or top-dose-only effect, or another doubt; inactive means no such curve, though single readings can be large; an effect the other way counts as inactive or inconclusive. Rows are unselected; overall some 16% were active at least once.

Screening Cc1ccc(NC(=O)CC2=NC(=O)C(CC(=O)Nc3ccccc3F)S2)cc1 (stereo unspecified) returned CHX counter 22*, AmpC inh detg -1%, HCMV antiviral -20, Shiga toxin inh 90*, FBPA Giardia inh 0%, AMA1 RON2 block 0% and AmpC no deterg inconclusive.
`O=C(c1cccc(N2C(=O)C3C4C=CC(C4)C3C2=O)c1)N1CCCCCC1` (stereo unspecified) gave CHX counter -1, AmpC inh detg -6%, HCMV antiviral -15, Shiga toxin inh -14, FBPA Giardia inh -2%, AMA1 RON2 block 8% and AmpC no deterg -2%.
Screening CCN(CC)c1ccc(NC(=O)c2cc3c(OC)cccc3[nH]2)cc1 returned CHX counter 2, AmpC inh detg -1%, HCMV antiviral 27, Shiga toxin inh 10, FBPA Giardia inh 7%, AMA1 RON2 block inconclusive and AmpC no deterg -41%.
`CC(C)NC(=O)c1ccc2c(c1)N(Cc1ccccc1)C(=O)C(C)(C)O2` gave CHX counter 1, AmpC inh detg inconclusive, HCMV antiviral -19, Shiga toxin inh -8, FBPA Giardia inh 5%, AMA1 RON2 block -2% and AmpC no deterg -4%.
CCOC(=O)c1cc2c(=O)n3ccccc3nc2n(CCOC)c1=NC(=O)C(C)(C)C was read as CHX counter -7, AmpC inh detg 3%, HCMV antiviral 4, Shiga toxin inh -9, FBPA Giardia inh 2%, AMA1 RON2 block 13% and AmpC no deterg 28%.
`COc1ccc(OCCNC(=S)Nc2cccc3ccccc23)cc1` gave CHX counter 0, AmpC inh detg -12%, HCMV antiviral -84*, Shiga toxin inh -7, FBPA Giardia inh -2%, AMA1 RON2 block -6% and AmpC no deterg -34%.
`C#CC[N+](C)(C)CCN1C(=O)C2C(c3ccccc3)C=CC(c3ccccc3)C2C1=O` (stereo unspecified) gave CHX counter 0, AmpC inh detg 6%, HCMV antiviral -34, Shiga toxin inh -4, FBPA Giardia inh -3%, AMA1 RON2 block 14% and AmpC no deterg 70%[activator].
CN(c1ccccc1)C(c1ccc(F)cc1)c1nnnn1C1CCCC1 (stereo unspecified) was read as CHX counter -1, AmpC inh detg 4%, HCMV antiviral -20, Shiga toxin inh -12, FBPA Giardia inh -5%, AMA1 RON2 block 8% and AmpC no deterg -31%.
Screening COc1ccc(C2CC(c3ccccc3)Oc3cc4c(cc32)OCO4)cc1 (stereo unspecified) returned CHX counter 23&18, Shiga toxin inh 21&21 and FBPA Giardia inh 16µM*!.
`Oc1ccc(-c2nc3ccccn3c2NCc2ccc3c(c2)OCO3)cc1` gave CHX counter 25*, AmpC inh detg 0%, HCMV antiviral -23, Shiga toxin inh 15, FBPA Giardia inh -10%, AMA1 RON2 block -8% and AmpC no deterg -21%.
For Cc1ccc(C=Nc2ccccc2C#N)s1 the results were CHX counter -3, AmpC inh detg 2%, HCMV antiviral -2, Shiga toxin inh 12, FBPA Giardia inh 0%, AMA1 RON2 block 9% and AmpC no deterg -19%.
Nc1cc(C(=O)O)ccc1Nc1ccccc1 was read as CHX counter 8, AmpC inh detg -1%, HCMV antiviral 73, Shiga toxin inh 14, FBPA Giardia inh -20%, AMA1 RON2 block 0% and AmpC no deterg -29%.
Screening CNC(=O)NC(=O)C(OC(=O)c1cccc(S(=O)(=O)N2CCCCC2)c1)c1ccccc1 (stereo unspecified) returned CHX counter -2, AmpC inh detg -8%, HCMV antiviral inconclusive, Shiga toxin inh 10, FBPA Giardia inh -6%, AMA1 RON2 block -2% and AmpC no deterg 8%.
Screening CN1CC(=O)N2C(c3ccc(Cl)cc3)c3[nH]c4ccccc4c3C[C@H]2C1=O (stereo partly specified) returned CHX counter -6, AmpC inh detg -2%, HCMV antiviral 26, Shiga toxin inh -17, FBPA Giardia inh 8%, AMA1 RON2 block -10% and AmpC no deterg 46%.
`COc1ccc(-c2oc(/N=C/N3CCOCC3)c(C#N)c2-c2ccc(OC)cc2)cc1` gave CHX counter -5, AmpC inh detg inconclusive, HCMV antiviral -7, Shiga toxin inh 14, FBPA Giardia inh -5%, AMA1 RON2 block -24% and AmpC no deterg 49%.
`CCN1CCN(c2ccc(S(=O)(=O)N3CCCCC3)cc2NC(=O)/C=C/c2ccc(OC(F)F)cc2)CC1` gave AmpC inh detg 0%, HCMV antiviral -29, AMA1 RON2 block -24% and AmpC no deterg 194%[activator].
For COCCNC(=O)COC(=O)/C=C/c1c(C)nn(Cc2ccc(Cl)cc2Cl)c1Cl the results were CHX counter 13, AmpC inh detg -5%, HCMV antiviral -7, Shiga toxin inh -10, FBPA Giardia inh 8%, AMA1 RON2 block 13% and AmpC no deterg 152%[activator].
For CC1CC(C)(C)NC(=S)N1CCCC(=O)NCc1ccccc1 (stereo unspecified) the results were CHX counter 5, AmpC inh detg 0%, HCMV antiviral -40, Shiga toxin inh 15, FBPA Giardia inh -6%, AMA1 RON2 block -9% and AmpC no deterg -8%.
`O=S(=O)(NC1c2cccc3cccc(c23)C1N1CCNCC1)c1ccc(Cl)cc1` (stereo unspecified) gave CHX counter -3, AmpC inh detg -1%, HCMV antiviral inconclusive, Shiga toxin inh -5, FBPA Giardia inh 9%, AMA1 RON2 block -1% and AmpC no deterg 82%[activator].
O=C(Nc1ccccc1)c1nc[nH]c1C(=O)N1CCN(c2ccccc2)CC1 was read as AmpC inh detg 3%, HCMV antiviral inconclusive, AMA1 RON2 block 64%[activator] and AmpC no deterg -12%.
Screening Cc1cc(Cn2nc(-c3ccccc3)cc2C(=O)NCc2cccs2)on1 returned AmpC inh detg 4%, HCMV antiviral 14, AMA1 RON2 block -1% and AmpC no deterg -25%.
`COc1ccccc1N1CCN(Cc2c(F)cccc2Cl)CC1` gave CHX counter -6, AmpC inh detg -1%, HCMV antiviral 14, Shiga toxin inh 17, FBPA Giardia inh -7%, AMA1 RON2 block -16% and AmpC no deterg 6%.
For Nc1nc(SCc2ccccc2Cl)[nH]c(=O)c1-c1ccccc1 the results were CHX counter 10, AmpC inh detg -4%, HCMV antiviral 90, Shiga toxin inh 16, FBPA Giardia inh -2%, AMA1 RON2 block 17% and AmpC no deterg -35%.
COc1ccc(CNC(=O)OCc2nccnc2C(=O)Nc2ccc(Br)cn2)cc1 was read as CHX counter 8, AmpC inh detg 2%, HCMV antiviral -2, Shiga toxin inh 30, AMA1 RON2 block -12% and AmpC no deterg -3%.

Continued; the last three above are carried over.
`COc1ccccc1N1CCN(Cc2c(F)cccc2Cl)CC1` gave CHX counter -6, AmpC inh detg -1%, HCMV antiviral 14, Shiga toxin inh 17, FBPA Giardia inh -7%, AMA1 RON2 block -16% and AmpC no deterg 6%.
For Nc1nc(SCc2ccccc2Cl)[nH]c(=O)c1-c1ccccc1 the results were CHX counter 10, AmpC inh detg -4%, HCMV antiviral 90, Shiga toxin inh 16, FBPA Giardia inh -2%, AMA1 RON2 block 17% and AmpC no deterg -35%.
COc1ccc(CNC(=O)OCc2nccnc2C(=O)Nc2ccc(Br)cn2)cc1 was read as CHX counter 8, AmpC inh detg 2%, HCMV antiviral -2, Shiga toxin inh 30, AMA1 RON2 block -12% and AmpC no deterg -3%.
`NC(=S)Nc1ccc(Cl)c(Cl)c1` gave CHX counter -2, AmpC inh detg -7%, HCMV antiviral -60*, Shiga toxin inh -8, FBPA Giardia inh -4%, AMA1 RON2 block 0% and AmpC no deterg -19%.
For CN(C)S(=O)(=O)c1ccc(NC(=O)C2COc3ccccc3O2)cc1 (stereo unspecified) the results were CHX counter 11*, AmpC inh detg -1%, HCMV antiviral -21, Shiga toxin inh 28, FBPA Giardia inh -3%, AMA1 RON2 block 2% and AmpC no deterg -5%.
`c1ccc2c(COn3nnc4ccccc43)cccc2c1` gave CHX counter 54*, AmpC inh detg 0%, HCMV antiviral 54, Shiga toxin inh 87*, FBPA Giardia inh -21%, AMA1 RON2 block 11% and AmpC no deterg -10%.
Screening N#C/C(=C\c1ccccc1)C(=O)N1CCN(c2ccccc2F)CC1 returned CHX counter -4, AmpC inh detg 0%, HCMV antiviral 38, Shiga toxin inh -7, FBPA Giardia inh 0%, AMA1 RON2 block -2% and AmpC no deterg -8%.
`CCOc1cccc(NC(=O)CSc2nncn2N)c1` gave CHX counter -1, AmpC inh detg -14%, HCMV antiviral 54, Shiga toxin inh 1, FBPA Giardia inh 4%, AMA1 RON2 block 0% and AmpC no deterg -17%.
For CN(C)/C=C(/C(=O)c1ccc(Cl)cc1)S(C)(=O)=O the results were CHX counter -2, AmpC inh detg -1%, HCMV antiviral -103*, Shiga toxin inh -7, FBPA Giardia inh 2%, AMA1 RON2 block 9% and AmpC no deterg -11%.
`CC(NC(=O)COc1ccccc1F)C1CC2CCC1C2` (stereo unspecified) gave CHX counter 13, AmpC inh detg -1%, HCMV antiviral inconclusive, Shiga toxin inh -2, FBPA Giardia inh 1%, AMA1 RON2 block 13% and AmpC no deterg -2%.
For Cc1ccc(Cn2cc(/C=N/Nc3ccc([N+](=O)[O-])cn3)c3ccccc32)cc1 the results were CHX counter 19*, AmpC inh detg -14%, HCMV antiviral -11, Shiga toxin inh active, FBPA Giardia inh 6%, AMA1 RON2 block -9% and AmpC no deterg -48%.
`CC(C)(C)C(=O)/C=c1\[nH]c(=O)/c(=C\c2ccccc2F)s1` gave CHX counter 8, AmpC inh detg -1%, HCMV antiviral 9, Shiga toxin inh -3, FBPA Giardia inh 2%, AMA1 RON2 block 12% and AmpC no deterg -43%.
`COc1cc(NC(=O)C23CC4CC(C2)CC(n2cnc([N+](=O)[O-])n2)(C4)C3)cc(OC)c1` gave CHX counter -2, AmpC inh detg -1%, HCMV antiviral -2, Shiga toxin inh -5, FBPA Giardia inh -23%, AMA1 RON2 block -4% and AmpC no deterg -4%.
Screening Cc1ccc(S(=O)(=O)N2CCOCC2)cc1NC(=O)CSc1ccccn1 returned CHX counter -3, AmpC inh detg -4%, HCMV antiviral -21, Shiga toxin inh -25, FBPA Giardia inh -1%, AMA1 RON2 block 0% and AmpC no deterg -24%.
Screening O=C(CCS(=O)(=O)c1ccc(Br)cc1)Nc1ccccc1Cl returned CHX counter -3, AmpC inh detg 2%, HCMV antiviral -10, Shiga toxin inh 3, FBPA Giardia inh 14%, AMA1 RON2 block -3% and AmpC no deterg -24%.
Screening O=C(NCCCc1ccccn1)C1CCC(=O)N(Cc2cccc(F)c2)C1 (stereo unspecified) returned CHX counter -11, AmpC inh detg -11%, HCMV antiviral -30, Shiga toxin inh -4, AMA1 RON2 block 1% and AmpC no deterg 4%.
